Source: PubChem BioAssay
NCI-60 one-dose screen, 48 h, at 10 µM unless noted. Numbers give growth in % (100 = growth as untreated, 0 = no growth, -100 = all killed).
OVCAR-5: OVCAR-5 ovarian cancer; 82,000 compounds, 2.9% hits; AID 1794783
DU-145: DU-145 prostate cancer. 81,000 compounds, 4.2% hits. AID 1794760
KM12: KM12 colon cancer cells | 82,000 compounds, 5% hits
HCC-2998: HCC-2998 colon cancer; 79,000 compounds, 4.7% hits; AID 1794799
OVCAR-3: OVCAR-3 ovarian cancer; 79,000 compounds, 7% hits; AID 1794787
PC-3: PC-3 prostate cancer cells; 80,000 compounds, 3.9% hits
OVCAR-8: OVCAR-8 ovarian cancer; 81,000 compounds, 4.4% hits; AID 1794782
SW-620: SW-620 colon cancer; 82,000 compounds, 5.2% hits
OVCAR-4: OVCAR-4 ovarian cancer cells; 80,000 compounds, 3.7% hits; AID 1794784
* = called active by the depositor; . = no result given. How the source made its calls: active means growth percent below 10; inactive means the rest.

SMILES	OVCAR-5	DU-145	KM12	HCC-2998	OVCAR-3	PC-3	OVCAR-8	SW-620	OVCAR-4
Nc1nonc1-c1nc2ccccc2n1Cc1cc2c(cc1Cl)OCO2	85.2	99.3	87.5	88.5	97.8	74.4	90.6	96.9	89.3
Cc1ccccc1-c1nc(SCC(=O)N2CCN(c3ccccc3)CC2)n[nH]1	108.2	106.3	105.8	113.6	109.0	98.3	104.8	105.4	99.6
O=C(O)CC/C(=N\NC(=O)c1ccncc1)c1ccc(F)cc1	116.4	102.7	103.5	105.8	101.6	106.1	109.1	108.1	97.2
COc1ccc(-n2c(=O)n(O)c(=O)c3ccccc32)cc1	100.1	90.9	92.1	93.0	85.9	93.1	96.0	67.1	79.2
CO[C@H](C(=O)N[C@@H](CCCCNC(=O)OCc1ccccc1)C(=O)OC(C)(C)C)[C@@H]1Cc2cc3cc(OC4CC(OC5CC(O)C(O)C(C)O5)C(O)C(C)O4)c(C)c(O)c3c(O)c2C(=O)[C@H]1OC1CC(OC2CC(OC3CC(C)(O)C(O)C(C)O3)C(O)C(C)O2)C(O)C(C)O1 (stereo partly drawn)	-77.9*	26.5	-62.7*	-5.6*	24.8	3.1*	12.9	3.7*	43.1
CCCCN(CCCC)CCCNc1c2c(nc3ccc(OC)cc13)CCCC2	83.3	108.1	105.7	89.7	98.8	70.2	91.6	69.7	83.5
NS(=O)(=O)c1cccc(C(=O)O)c1	92.7	104.0	102.2	98.8	105.0	91.4	101.0	109.5	97.6
N#CC1=C(c2ccc(Cl)cc2)Nc2c(c(-c3ccc(Cl)cc3)nn2-c2ccccc2)C12C(=O)Nc1ccccc12 (stereo not drawn)	97.3	79.0	32.5	67.7	72.6	35.2	76.5	73.0	43.3
CC(C)S(=O)(=O)NC1=CN2CC=CC2CC1=O (stereo not drawn)	103.6	100.3	94.6	99.5	103.5	93.7	103.8	106.7	101.1
N=c1sc(Cc2ccc(Cl)cc2)cn1CC(=O)c1ccc(F)cc1	71.0	78.3	39.9	59.0	92.6	75.5	80.0	53.5	69.0
OCCC1CCCCC1	95.5	110.9	101.0	99.2	102.7	68.5	97.3	98.5	110.6
CCOC(C(=O)N(C)CCN(C)CCc1ccccc1)(c1ccccc1)c1ccccc1	91.7	105.0	95.0	84.7	88.4	70.6	94.9	89.6	93.6

Ten compounds out of the list, sorted by length of the SMILES, smallest number first.
SMILES	OVCAR-5	DU-145	KM12	HCC-2998	OVCAR-3	PC-3	OVCAR-8	SW-620	OVCAR-4
OCCC1CCCCC1	95.5	110.9	101.0	99.2	102.7	68.5	97.3	98.5	110.6
NS(=O)(=O)c1cccc(C(=O)O)c1	92.7	104.0	102.2	98.8	105.0	91.4	101.0	109.5	97.6
CC(C)S(=O)(=O)NC1=CN2CC=CC2CC1=O (stereo not drawn)	103.6	100.3	94.6	99.5	103.5	93.7	103.8	106.7	101.1
COc1ccc(-n2c(=O)n(O)c(=O)c3ccccc32)cc1	100.1	90.9	92.1	93.0	85.9	93.1	96.0	67.1	79.2
Nc1nonc1-c1nc2ccccc2n1Cc1cc2c(cc1Cl)OCO2	85.2	99.3	87.5	88.5	97.8	74.4	90.6	96.9	89.3
N=c1sc(Cc2ccc(Cl)cc2)cn1CC(=O)c1ccc(F)cc1	71.0	78.3	39.9	59.0	92.6	75.5	80.0	53.5	69.0
Cc1ccccc1-c1nc(SCC(=O)N2CCN(c3ccccc3)CC2)n[nH]1	108.2	106.3	105.8	113.6	109.0	98.3	104.8	105.4	99.6
CCOC(C(=O)N(C)CCN(C)CCc1ccccc1)(c1ccccc1)c1ccccc1	91.7	105.0	95.0	84.7	88.4	70.6	94.9	89.6	93.6
N#CC1=C(c2ccc(Cl)cc2)Nc2c(c(-c3ccc(Cl)cc3)nn2-c2ccccc2)C12C(=O)Nc1ccccc12 (stereo not drawn)	97.3	79.0	32.5	67.7	72.6	35.2	76.5	73.0	43.3
CO[C@H](C(=O)N[C@@H](CCCCNC(=O)OCc1ccccc1)C(=O)OC(C)(C)C)[C@@H]1Cc2cc3cc(OC4CC(OC5CC(O)C(O)C(C)O5)C(O)C(C)O4)c(C)c(O)c3c(O)c2C(=O)[C@H]1OC1CC(OC2CC(OC3CC(C)(O)C(O)C(C)O3)C(O)C(C)O2)C(O)C(C)O1 (stereo partly drawn)	-77.9*	26.5	-62.7*	-5.6*	24.8	3.1*	12.9	3.7*	43.1

Next part
SMILES	OVCAR-5	DU-145	KM12	HCC-2998	OVCAR-3	PC-3	OVCAR-8	SW-620	OVCAR-4
O=C(Nc1ccc(F)cc1)Nc1cccc2ccccc12	92.3	109.8	95.7	107.3	105.0	86.7	96.6	98.1	92.7
CCC(=O)c1cc(C(=O)OC)c2ccc3c4ccccc4ccc3n12	73.8	93.5	84.7	99.8	67.5	92.6	71.5	84.4	1.2*
COc1ccc(C(=O)CC(C(=O)O)c2ccc3c(c2)OCO3)cc1OC (stereo not drawn)	99.7	116.3	110.2	107.4	110.9	104.7	99.6	115.1	113.4
COc1ccc2c(ccc(=O)n2C)c1	97.5	112.0	98.4	90.7	107.4	87.3	100.2	104.1	113.4
CC(=O)C[n+]1ccccc1Sc1ccc(Cl)cc1	148.2	95.0	79.2	127.7	100.2	58.3	92.8	91.6	93.7
C/C(=N\NC(=S)N/N=C(\C)c1ccccc1)c1ccccc1	98.1	92.3	94.0	.	105.0	81.4	96.2	105.1	95.6
CCCCCN(Cc1ccccc1)CC(O)c1ccc(Cl)cc1 (stereo not drawn)	95.3	118.0	101.8	104.0	114.4	77.2	103.2	87.9	92.7
CCCOc1ccc(C(=O)OCCNCC)cc1N	90.9	101.7	97.2	99.7	104.5	99.0	106.8	100.2	82.3
O=C1CCCC1=P(c1ccccc1)(c1ccccc1)c1ccccc1	87.3	109.8	97.7	99.5	99.3	90.5	106.1	108.6	111.9
Clc1ccc(SCNc2cccc(Cl)c2)cc1	95.2	94.3	71.1	93.6	109.8	59.6	102.0	94.3	.
O=c1[nH]c2ccccc2c(O)c1/C=N/C(=S)NCCc1ccccc1	106.7	.	98.3	93.8	101.8	95.0	103.2	106.0	86.8
Cc1ccc(Sc2sc(-c3ccccc3)nc2[P+](c2ccccc2)(c2ccccc2)c2ccccc2)cc1	25.4	10.7	-37.6*	-11.2*	-9.1*	-30.6*	7.5*	8.2*	2.1*
O=C(N[C@@H]1C[C@H]1c1ccc(F)c(F)c1)N[C@@H]1C[C@H]1c1ccc(F)c(F)c1	93.9	106.9	104.2	102.9	107.4	100.1	100.4	98.4	91.7
O=[N+]([O-])c1ccc(OCCCOc2ccc([N+](=O)[O-])cc2)cc1	83.1	129.9	113.1	93.2	97.7	80.3	96.8	112.8	92.5
COc1ccc2c(c1)-n1c(C)cc(=O)n1CC(=O)N2	97.0	122.7	111.4	105.8	118.0	102.9	105.6	107.0	99.0
Cc1ccc(S(=O)(=O)N2CCN(S(=O)(=O)c3oc(-c4ccccc4)nc3C#N)CC2)cc1	91.1	85.6	82.5	105.7	92.5	75.0	84.7	90.0	71.8
CN(C)/C(N)=N/N=C(\c1ccccc1)c1ccccn1	101.8	97.7	99.1	94.3	93.7	81.5	102.8	104.2	86.6
O=c1c(O)c(-c2cc(O)c(O)c(O)c2)oc2cc(O)cc(O)c12	99.7	108.6	101.7	100.0	108.8	92.2	99.4	89.9	104.1
CC(C)NC(=O)OCc1cn2c(c1COC(=O)NC(C)C)CCC2	102.4	102.4	103.9	108.1	119.2	91.5	102.5	97.7	96.6
O=C(CCCCC(=O)N/N=C\c1ccc(Cl)cc1)N/N=C\c1ccc(Cl)cc1	91.1	113.8	97.5	96.4	116.6	.	98.8	104.8	72.4
Fc1ccc2c(c1)COc1c-2c(C(F)(F)F)nn1-c1ccccc1	97.2	107.1	99.6	111.2	107.3	107.0	100.5	98.2	104.4
CN(/N=C\c1ccc([N+](=O)[O-])cc1)c1ccccn1	100.9	104.4	107.9	100.7	103.3	91.1	97.4	108.7	101.1
NCCCNc1nc2ccc(Cl)cc2c2c(=O)c3cc(F)ccc3sc12	83.5	24.4	11.8	-40.8*	8.7*	58.2	57.3	-79.0*	11.3
CCCCCC(C)c1ccc(O)c(C)c1 (stereo not drawn)	101.6	102.9	105.6	102.6	105.3	103.2	102.1	105.0	95.5
COc1cc(C)ccc1Oc1nc(Nc2ccc(N3CCOCC3)cc2)ncc1N=Cc1ccc(Cl)cc1	71.9	77.7	34.9	83.4	70.9	60.2	71.7	67.4	61.1
O=C(C1=C(O)C(=O)N(Cc2cccnc2)C1c1cccc(Oc2ccccc2)c1)c1ccco1 (stereo not drawn)	97.1	126.8	94.3	108.6	122.6	70.6	98.8	106.6	117.2
O=C(Cn1cc(CN2CCN(c3ccnc4cc(Cl)ccc34)CC2)nn1)Nc1ccc(F)cc1	111.2	103.1	80.0	100.2	91.9	71.5	90.3	105.0	99.5
O=C1OC(=O)C2C3CCCCC3=C3CCCCC3C12 (stereo not drawn)	100.6	100.5	98.4	111.9	114.4	97.2	104.1	100.4	96.0
O=C1/C(=C/c2ccc(Cl)cc2)N=C2SCN(c3ccc(F)cc3)CN12	96.6	110.0	99.3	101.9	112.7	95.4	105.2	99.2	100.3
CN(C)c1ccc(/C=N\NC(=O)CCCCC(=O)N/N=C\c2ccc(N(C)C)cc2)cc1	101.0	108.0	97.4	101.0	108.8	96.8	95.4	102.8	107.8
O=C(O)C1=Nc2ccccc2/C1=C\c1sc(Nc2ccc(O)cc2)nc1O	100.0	105.9	106.4	101.7	103.2	99.7	100.7	96.8	100.9
Clc1cc(Cl)cc(N2N=C(c3ccccc3)CC2c2sc(Cl)nc2Cl)c1 (stereo not drawn)	93.4	103.3	101.1	104.6	102.8	87.8	98.2	97.7	101.3
Cc1cc[n+](CCC(N)=O)cc1	101.3	113.1	102.4	101.5	115.8	90.4	98.6	98.4	106.5
CCSC(SCC)C(OC(C)=O)C(OC(C)=O)C(COC(C)=O)OC(C)=O (stereo not drawn)	96.6	110.0	104.6	97.4	108.3	93.2	100.1	99.0	100.1
CC(C)(C)n1cc(-c2ccnc(NCCNS(=O)(=O)c3ccc(C(F)(F)F)cc3)c2)c(-c2ccccc2)n1	108.3	99.2	96.7	110.9	94.5	65.8	89.2	99.2	84.8
CO[C@H]1C[C@H](O[C@H]2[C@H](C)[C@@H](OC3O[C@H](C)C[C@H](N(C)C)[C@H]3O)[C@@H](C)C[C@]3(CO3)C(=O)[C@H](C)[C@@H](O)[C@@H](C)[C@@H](C)OC(=O)[C@@H]2C)O[C@@H](C)[C@@H]1O (stereo partly drawn)	.	117.8	104.1	104.0	123.7	94.4	101.2	108.4	104.9
CCCCCCCCCCCCCCCCCCCCCCCCCC(=O)OCCCCCCCCCCCCCC	127.8	113.0	100.9	108.0	104.7	92.8	98.3	99.2	109.0
O=C1c2ccccc2-c2ccc3c4ccc5c6c(ccc(c7ccc1c2c73)c64)-c1ccccc1C5=O	108.8	116.1	106.1	106.1	112.1	121.7	110.0	106.9	109.7
O=NN(CC(=O)O)Cc1ccc(Cl)cc1	101.6	110.3	101.7	108.0	.	96.3	100.3	111.0	114.1
CC(=O)NCc1c(I)c(NC(C)=O)c(I)c(C(=O)O)c1I	.	120.5	114.1	107.7	119.4	92.9	105.4	106.7	104.6
CCN(CC)c1ccc(/C=N/NC(=O)c2ccc(NS(C)(=O)=O)cc2)cc1	49.4	37.9	18.1	45.7	.	37.2	9.7*	40.5	35.6
CC(=O)c1ccc2c(N)c(C(=O)Nc3ccc(C(F)(F)F)cc3)sc2n1	92.8	82.2	56.7	83.6	94.4	70.2	61.1	80.1	35.6
CN(Cc1ccccc1)c1nc(Cl)c(C2CC(c3ccc(Cl)cc3)=NN2C=O)s1 (stereo not drawn)	90.3	104.1	90.9	92.6	94.4	90.8	103.5	96.1	97.8
C/C(=N\C(N)=O)c1nc2ccccc2n1CCBr	86.9	117.8	115.9	107.3	117.9	.	102.9	107.3	102.4
COc1ccccc1N=C1SCC(=O)N1Cc1ccco1	101.0	109.8	125.0	94.8	108.3	90.0	96.3	105.3	112.9
Cc1nc(C(N)=O)nc2ccccc12	119.6	192.7	105.7	107.3	111.5	99.4	93.0	109.1	113.9
CC[C@H](c1ccc(F)cc1)[C@@H](CC)c1ccc(O)c(O)c1	125.0	105.8	90.7	104.4	74.5	79.4	107.3	97.2	73.7
CN(C)c1nc2ccccc2c2c1c1c(n2Cc2ccccc2)-c2ccccc2C1=O	58.8	87.3	78.8	72.2	73.3	60.2	78.9	69.7	71.4
CO[C@H]1/C=C/O[C@@]2(C)Oc3c(C)c(O)c4c(c3C2=O)C(=O)C(/C=N/N(c2ccccc2)c2ccccc2)=C(NC(=O)/C(C)=C\C=C\[C@H](C)[C@H](O)[C@@H](C)[C@@H](O)[C@@H](C)[C@H](OC(C)=O)[C@@H]1C)C4=O	-43.7*	12.9	-23.9*	-70.4*	-83.0*	-2.8*	7.1*	2.4*	10.0*
COc1cc2nc(CNc3ccc(C)cc3)[nH]c(=O)c2cc1OC	95.3	106.6	49.4	77.5	116.1	89.8	95.8	44.6	88.8
Fc1ccc2nc(-c3cc(-c4ccc5c(c4)OCO5)n[nH]3)[nH]c2c1	84.3	78.3	16.1	71.9	5.9*	23.3	.	37.2	57.2
Fc1ccc(/C=C/c2c(-c3ccc(F)cc3)nc3sc(-c4ccccc4)c(-c4ccccc4)n23)cc1	94.2	103.1	100.0	101.2	96.2	67.1	107.1	93.3	72.7
CC1=C(CC(=O)OCC(=O)NC2CCC(S/N=C(N)/N=C(\N)N(C)C)CC2)c2cc(F)ccc2/C1=C\c1ccc(S(C)=O)cc1 (stereo not drawn)	118.3	106.2	104.1	107.4	111.7	94.5	106.7	102.4	113.2
C=C1C(=O)O[C@H]2[C@H]1CC/C(Cn1cc(-c3ccccc3)nn1)=C\CC[C@@]1(C)O[C@@H]21	-3.0*	-61.8*	56.0	5.2*	-84.3*	37.3	5.7*	-79.1*	35.9
Nc1ncn(CC#CCO)c(=O)n1	96.9	117.0	104.2	97.2	113.6	98.3	93.5	101.4	105.8
